HEK293 NOD2/NF-kB – inhibition of NOD2-driven NF-kB reporter – cell-based, luminescence, uHTS, HEK293 (AID 1566). HEK293 NOD2/NF-kB luciferase reporter, luminescence; higher % means a stronger effect. inhibition, % at 4 µM; hits with a dose series show EC50 in µM. hit rate 0.63% among 290,000; also: many of its hits are not listed in these tables
NOD1 inhibition – NOD1 signaling inhibitors, primary screen, cell-based, luminescence, uHTS (AID 1578) | NOD1-driven NF-kB luciferase reporter cells, luminescence; higher % means a stronger effect | inhibition, % at 4 µM; hits with a dose series show EC50 in µM | hit rate 1% among 290,000; in the data active = inhibition mostly above about 36%, no sharp cut-off; inactive = mostly below about 34%;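 also: HEK-293T reporter cells stimulated with the NOD1 agonist gamma-tri-DAP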
Siah-1 displacement – blockers of Siah-1 interaction with plectin peptide – biochemical, fluorescence polarization, rhodamine-plectin, uHTS, primary screen (AID 1817); Siah-1 / rhodamine-plectin peptide fluorescence polarization; higher % means a stronger effect; displacement, % at 20 µM, or IC50 in µM where a hit was titrated; hit rate 0.02% among 290,000;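 active = displacement of at least 50% at 20 µM, with a fluorescence ratio check between 0.3 and a set limit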;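 also: plate controls were Siah plus tracer with DMSO for no effect and tracer alone without Siah for full effect; strong numbers were not always called active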
KOR beta-arrestin-1 – KOR antagonists, beta-arrestin recruitment, cell-based, luminescence, uHTS (AID 1778); hit rate 0.091% among 290,000; KOR beta-arrestin recruitment, luminescence, antagonist mode; higher % means a stronger effect; inhibition, % at 10 µM, or IC50 in µM where a hit was titrated; also: strong numbers were not always called active
Myeloid diff MLP – myeloid differentiation induction; hit rate 1% among 360,000; calls only at 10 µM; ER-HoxA9 myeloid progenitors, lysozyme-GFP differentiation, flow cytometry;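 active = normalized GFP-positive differentiation at or above the plate's own cutoff, the solvent-only control mean plus 3 SD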;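 also: cells exposed to compound for four days before flow analysis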
Salmonella PhoP GFP – inhibitors of PhoP regulon expression, primary screen, Salmonella Typhimurium, GFP reporter (AID 1863); hit rate 0.16% among 300,000; S. Typhimurium PhoP-regulated promoter GFP reporter, 4 h; higher % means a stronger effect; inhibition, % at 50 µM, or IC50 in µM where a hit was titrated;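 active = inhibition over 29.93%, a cutoff 3 SD above the screen mean, later confirmed by dose response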;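 also: 0% = low Mg2+ inducing control and 100% = high Mg2+ repressing control; strong numbers were not always called active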
LYP inhibition – PTPN22 lymphoid phosphatase activity blockers – biochemical, fluorescence intensity, uHTS (AID 1779); recombinant LYP phosphatase, fluorescence intensity; higher % means a stronger effect; inhibition, % at 11.5 µM, or IC50 in µM where a hit was titrated; hit rate 0.054% among 290,000;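 also: plate controls were vehicle with enzyme for no effect and no enzyme for full effect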
HIV fusion peptide – inhibitors of HIV fusion peptide binding, primary screen, biochemical, uHTS, fluorescence dequenching (AID 1986). cell-free peptide binding, fluorescence dequenching, 30 min; higher % means a stronger effect. one-dose inhibition, % at 20 µM; IC50 in µM for titrated hits. hit rate 0.3% among 290,000; in the data active = inhibition mostly above about 52%, no sharp cut-off; inactive = mostly below about 76%; also: some results filed as inactive read as strong as hits
KOR beta-arrestin-2 – KOR agonists, beta-arrestin recruitment, primary screen, cell-based, luminescence, uHTS (AID 1777). activation, % at 10 µM, or EC50 in µM where a hit was titrated. KOR beta-arrestin recruitment, luminescence; higher % means a stronger effect. hit rate 0.02% among 280,000; in the data active = activation above about 50%, passing the limit was not always enough; also: a part of the inactive calls stands beside numbers as strong as those of hits
Myeloid diff MLP GFP+ MAC1+ % – second read-out of Myeloid diff MLP, no call of its own (marks repeat the call); GFP+ MAC1+ double positive, %; measured here: differentiation confirmed by MAC1 staining
* = called active by the depositor; i = inactive; nt = not tested or not shown; [ ] = remark or other dose. Rule as the data show it, unless noted: active = inhibition above about 50%; inactive = the rest.

smiles | HEK293 NOD2/NF-kB | NOD1 inhibition | Siah-1 displacement | KOR beta-arrestin-1 | Myeloid diff MLP | Myeloid diff MLP GFP+ MAC1+ % | Salmonella PhoP GFP | LYP inhibition | HIV fusion peptide | KOR beta-arrestin-2
Cn1cc([N+](=O)[O-])c(C(=O)Nc2ccc(-c3nc4ccccc4o3)cc2)n1 | -2% | -3% | -4% | 0% | i | 0.9 | nt | -1% | -0.2% | nt
COC(=O)NNC(=O)COc1cc(C)c(Br)cc1C(C)C | 17% | -31% | 1% | -23% | i | 0.5 | 2% | -8% | -0.6% | -2.5%
CC(C)[C@H]1CN(C)CCN1Cc1cn(C)nc1-c1cccc(Cl)c1 | 13% | -39% | 11% | -38% | i | 0.5 | -11% | -10% | 0.4% | -0.6%
COc1cc(C(=O)N/N=C/c2cccc(Oc3ccccc3)c2)ccc1O | 21% | -7% | 0% | 4% | i | 0.3 | 1% | -8% | -1.7% | -0.9%
COc1ccc(OC)c(NC(=O)CSc2ccc(-c3ccco3)nn2)c1 | 40% | 17% | 10% | -7% | i | 3.4 | -6% | -10% | 9.3% | 6.1%
N/C(Cn1cncn1)=N\OC(=O)c1ccc(Cl)cc1 | -2% | -29% | 7% | -11% | i | 0.4 | -7% | -7% | -0.5% | -5.8%
CCN(CC)Cc1c(O)ccc2c(=O)c(-c3ccccc3)coc12 | -15% | -34% | 0% | -8%[20 µM] | i | 0.5 | 0% | -7% | -1.9% | 5.9%
CS(=O)(=O)N(CC(=O)N1CCN(c2cccc(Cl)c2)CC1)c1cccc(F)c1 | -17% | -33% | 4% | 10% | i | 2.0 | 2% | 4% | 1.2% | -2.6%
CC(C)=C1C2CCC1C(C(=O)NCc1ccccc1)C2C(=O)O (stereo not drawn) | 11% | -12% | 1% | 22% | i | 4.1 | -2% | -7% | -2.6% | -3.8%
O=C(c1cc2nc(-c3ccco3)cc(C(F)(F)F)n2n1)N1CCN(c2ccccc2)CC1 | 10% | 13% | 0% | 12% | i | 6.7 | -14% | 6% | 9.3% | -2.8%
CSc1nc2nc3c(c(=O)n2[nH]1)CCC3 | -4% | -16% | 3% | 11% | i | 0.8 | -5% | -11% | 3.2% | -5.7%
Cc1cc(C)c2cccc(N)c2n1 | 11% | -21% | -6% | -10%[20 µM] | i | 0.0 | nt | -7% | 1.2% | -2.0%
FC(F)(F)c1nnc2sc(-c3ccncc3)nn12 | -16% | -20% | -3% | 17% | i | 0.2 | -8% | 0% | 0.9% | -4.3%
COc1ccc(-n2nc(C(=O)Nc3ccc(OC)c(OC)c3)c3c4ccccc4n(C)c3c2=O)cc1 | -146% | -97% | -7% | 19% | i | 0.2 | -11% | -4% | -3.4% | 0.6%
COC(=O)C1(C)NC(c2ccco2)C2C(=O)N(c3ccc(C)cc3)C(=O)C21 (stereo not drawn) | -12% | -14% | 4% | 14% | i | 4.6 | -3% | -14% | 0.5% | -1.7%
Cc1cc(NC(=O)CC#N)n(-c2ccccc2)n1 | -6% | -26% | -1% | -11% | i | 0.3 | 6% | 1% | 1.0% | 0.0%
C/C(CCc1ccccc1)=N/NC(=O)C(=O)NCc1ccccc1 | -6% | -6% | 6% | -13%[20 µM] | i | 0.3 | -9% | -4% | -0.8% | nt
O=C(COC(=O)CCc1c[nH]c2ccccc12)Nc1cc([N+](=O)[O-])ccc1Cl | 11% | 10% | 3% | 20% | i | 0.6 | 23% | -8% | -1.5% | -5.2%
CC(=O)Nc1ccc(S(=O)(=O)Oc2ccc(/C=C3\SC(N)=NC3=O)cc2)cc1 | -5% | -7% | -6% | -19% | i | 0.1 | -8% | -3% | 1.9% | 7.4%
CCN(CC)CCC(=O)N1c2ccccc2CCc2ccc(NC(=O)OC)cc21 | 4% | -9% | 3% | -55%[20 µM] | i | 0.1 | -6% | -6% | -0.6% | 9.5%
O=C(Cc1cccc(C(F)(F)F)c1)NCc1ccc(Cl)cc1Cl | -14% | -20% | 1% | 20% | i | 0.4 | 5% | -1% | -2.3% | -2.0%
C/C(=N\NC(=O)CCCNc1ccccc1)c1ccncc1 | -2% | -17% | 5% | 22%[20 µM] | i | 0.3 | nt | -1% | -0.2% | -4.8%
CCOC(=O)C(CCCCCCC(NC(C)=O)(C(=O)OCC)C(=O)OCC)(NC(C)=O)C(=O)OCC | 7% | 2% | -1% | 8% | i | 0.8 | -6% | -8% | -0.4% | 4.8%
CCn1cc(CNC(=O)CCc2nnc(CCC3CCCCC3)o2)cn1 | 4% | -27% | -5% | -12%[20 µM] | i | 0.1 | 2% | -9% | -0.4% | nt
O=C(N/N=C/c1cccc(F)c1)c1csc2c1CCCC2 | -154% | 27% | 0% | -6% | i | 0.5 | -12% | 5% | 0.0% | 3.0%
CCCCCN(C(=O)NC(=O)Nc1nncs1)S(C)(=O)=O | 9% | -14% | 1% | 6% | i | 0.8 | 8% | -1% | 0.2% | 8.8%
Cc1cc(N(C)C)c(C#N)c(=O)[nH]1 | 21% | 10% | 2% | 37% | i | 0.2 | -2% | -3% | -1.7% | -4.5%
Cc1ccc(-n2c3nc(=O)n(C)c(=O)c-3cc3ccccc32)cc1 | 0% | -2% | 12% | 25% | i | 0.2 | -7% | -6% | -2.1% | 1.2%
Cn1c(SCc2ccc(Cl)cc2)nc(C(F)(F)F)cc1=O | 3% | 17% | -4% | -30% | i | 4.0 | 9% | -3% | -0.1% | 9.0%
CC(C)NC(=S)N/N=C1\CCCCc2ccccc21 | 23% | -7% | 3% | -5% | i | 0.4 | 5% | 4% | -2.0% | -2.4%
CC(=O)c1ccc(OC(=O)/C=C/c2ccccc2)cc1 | -6% | -34% | 3% | -9%[20 µM] | i | 1.9 | -4% | -10% | -1.1% | -5.4%
CN(C)CCCNS(=O)(=O)c1ccc(Oc2ncc(C(F)(F)F)cc2Cl)cc1 | 8% | -20% | -8% | -28% | i | 1.5 | -8% | -14% | -2.4% | -0.8%
CCC(=O)N1c2ccc(S(=O)(=O)NC3CCCCC3)cc2CC1C (stereo not drawn) | 5% | -23% | 7% | 12% | i | 0.4 | 6% | -8% | 0.3% | -5.1%
CCOc1ccc(NC(=O)COC(=O)c2ccc3c(c2)C(=O)N(CCc2ccccc2)C3=O)cc1 | 12% | 16% | 10% | nt | i | 0.8 | 13% | 0% | 0.6% | 1.0%
CCOc1ccc(CN2CCNC(=O)C2CC(=O)NCCc2cnccn2)cc1 (stereo not drawn) | 9% | -18% | 4% | 14% | i | 2.5 | -1% | -6% | -0.6% | -0.5%
COc1ccc(NC(=O)N2CCCC(CCC(=O)N(C)CCc3ccccn3)C2)cc1 (stereo not drawn) | -13% | -21% | -5% | -4%[20 µM] | i | 0.3 | -3% | -7% | -0.5% | nt
Cc1ccc2c(c1)c1c(n2CC(O)Cn2nc(C)c(Br)c2C)C(=O)CCC1 (stereo not drawn) | -11% | -15% | -5% | -50% | i | 2.2 | 4% | -1% | -2.6% | -1.0%
CSc1nc(N2CCN(CCO)CC2)c2sc3nc(-c4ccco4)c4c(c3c2n1)CCC4 | 7% | -5% | 6% | -24% | nt | nt | nt | -8% | 0.9% | -4.3%
COC(=O)CNC(=O)C1(C)C=CCN1C(=O)c1ccccc1 (stereo not drawn) | 0% | -25% | 46% | 1% | i | 0.8 | -5% | -5% | 2.2% | 2.6%
CCC(=O)Nc1ccc(NC(=O)CSc2nnnn2Cc2ccccc2)cc1C | 18% | -13% | -6% | -33% | nt | nt | nt | -13% | -1.3% | -2.5%
Cc1ccc(C(=O)N/N=C\C=C\c2ccc(Br)cc2)cn1 | -6% | -18% | 8% | 26% | i | 0.5 | -1% | 4% | -0.5% | 7.4%
CCOC(=O)c1sc2nc(NC(=O)C3CC3)sc2c1C | 20% | -6% | 1% | 1% | i | 2.7 | -2% | -7% | -1.0% | 2.1%
Cc1ccc(OC(=O)CCC(=O)Nc2ccc(S(=O)(=O)Nc3cc(C)on3)cc2)cc1 | 6% | -30% | 4% | 15% | i | 0.4 | -4% | -1% | -1.1% | -2.1%
Cn1cccc1Cc1nnc(SCC(=O)NC2CCCC2)n1-c1ccc(F)cc1 | -7% | -22% | -2% | -5% | i | 1.4 | 1% | 1% | 0.3% | -6.3%
CCOc1ccc(NC(=O)CSc2nnc(C)n2CC)cc1 | 13% | -8% | 0% | -9% | i | 0.3 | -9% | -7% | 1.0% | -5.2%
CCc1cc2c(=O)c(-c3nc4ccccc4n3C)c(COCC(=O)O)oc2cc1O | 13% | 14% | -1% | 16% | i | 6.5 | 10% | -8% | 5.4% | 0.4%
CCOc1ccccc1N1CCN(Cc2cn[nH]c2-c2ccc(F)cc2)CC1 | 19% | -6% | 4% | 20% | i | 1.0 | -4% | 1% | 0.5% | -3.4%
CCOc1ccc(NC(=S)NC2CC3CCC(C2)N3Cc2ccco2)cc1 (stereo not drawn) | 6% | 0% | 0% | -21%[20 µM] | i | 0.3 | 8% | -6% | -0.6% | 0.3%
COc1ccc(CNC(=O)CNS(=O)(=O)c2cccs2)cc1 | 6% | -13% | 3% | 14% | i | 0.3 | 4% | -5% | 1.6% | -3.0%
CCOc1ccc(NC(=O)CCC(=O)OC)cc1 | 4% | -11% | 2% | 10% | i | 7.7 | 5% | -3% | 1.6% | 2.5%

Remaining list, next part:
smiles | HEK293 NOD2/NF-kB | NOD1 inhibition | Siah-1 displacement | KOR beta-arrestin-1 | Myeloid diff MLP | Myeloid diff MLP GFP+ MAC1+ % | Salmonella PhoP GFP | LYP inhibition | HIV fusion peptide | KOR beta-arrestin-2
COc1ccccc1OCCNS(=O)(=O)c1ccc2oc3ccccc3c2c1 | 20% | 28% | -7% | -14% | i | 1.3 | 2% | -1% | 2.3% | 13%
C=CCn1c(=NC(=O)CN2C(=O)CCC2=O)sc2cccc(OC)c21 | 14% | -3% | 2% | 21% | i | 3.0 | 3% | -5% | 0.1% | -1.6%
C/C(=C\c1ccccc1F)C(=O)c1c(C)cc(C)[nH]c1=O | 22% | 10% | -3% | -7% | i | 0.5 | 8% | -8% | -1.0% | -4.7%
COC(=O)COc1cccc(/C=N/NC(=O)CCSc2ccccc2)c1 | 5% | -18% | 7% | -7% | i | 0.1 | 6% | -2% | -1.2% | -7.0%
CCOC(=O)CCC(=O)NCc1ccc2[nH]c(C)cc2c1 | -5% | -27% | 0% | -2% | i | 7.3 | 1% | -8% | 4.7% | -1.1%
CSc1nc2ccccc2nc1N(C)S(=O)(=O)c1ccc(C)cc1 | 0% | -8% | -4% | 30% | i | 1.1 | -1% | -2% | 0.4% | -0.4%
CC(CN1CCOCC1)OC(=O)c1cccs1 (stereo not drawn) | 1% | -4% | 0% | -28% | i | 1.0 | 14% | -5% | -2.3% | 18%
O=c1cc(Cn2ccnc2)c2cc(O)ccc2o1 | -12% | -10% | -5% | 2% | i | 0.2 | 5% | -6% | -2.6% | -1.5%
O=C(Nc1ccc2[nH]ncc2c1)c1ccccc1Br | -13% | -22% | -1% | 2% | i | 0.5 | -4% | -4% | -1.3% | -4.5%
C=CCn1cccc(C(=O)Nc2ccc(F)cc2)c1=O | -10% | 1% | 5% | -18% | i | 0.6 | -5% | -4% | -0.8% | -3.2%
COc1cccc(CNS(=O)(=O)c2ccc3c(c2)CC(C)N3C(=O)C2CC2)c1 (stereo not drawn) | 28% | 12% | 4% | -17% | i | 2.3 | 7% | -6% | -1.7% | -5.5%

Assay outcomes (PubChem)

Only part of the results is shown; count on the stated rates, not on these rows.
